# Compound activity from PubChem BioAssay.
# L3MBTL1 inh: inhibitors of human L3MBTL1; Potency, µM (doses to about 57.1 µM), without a hit: top-dose activity, negative = inhibition, usual class: inhibitors; 230,000 tested, 0.66% active; AlphaScreen L3MBTL1–H3K9me1 peptide binding; Q9Y468; note: nearly all actives have a fitted effect of over 60% in size
# Target sequence (Q9Y468 whole entry, looked up): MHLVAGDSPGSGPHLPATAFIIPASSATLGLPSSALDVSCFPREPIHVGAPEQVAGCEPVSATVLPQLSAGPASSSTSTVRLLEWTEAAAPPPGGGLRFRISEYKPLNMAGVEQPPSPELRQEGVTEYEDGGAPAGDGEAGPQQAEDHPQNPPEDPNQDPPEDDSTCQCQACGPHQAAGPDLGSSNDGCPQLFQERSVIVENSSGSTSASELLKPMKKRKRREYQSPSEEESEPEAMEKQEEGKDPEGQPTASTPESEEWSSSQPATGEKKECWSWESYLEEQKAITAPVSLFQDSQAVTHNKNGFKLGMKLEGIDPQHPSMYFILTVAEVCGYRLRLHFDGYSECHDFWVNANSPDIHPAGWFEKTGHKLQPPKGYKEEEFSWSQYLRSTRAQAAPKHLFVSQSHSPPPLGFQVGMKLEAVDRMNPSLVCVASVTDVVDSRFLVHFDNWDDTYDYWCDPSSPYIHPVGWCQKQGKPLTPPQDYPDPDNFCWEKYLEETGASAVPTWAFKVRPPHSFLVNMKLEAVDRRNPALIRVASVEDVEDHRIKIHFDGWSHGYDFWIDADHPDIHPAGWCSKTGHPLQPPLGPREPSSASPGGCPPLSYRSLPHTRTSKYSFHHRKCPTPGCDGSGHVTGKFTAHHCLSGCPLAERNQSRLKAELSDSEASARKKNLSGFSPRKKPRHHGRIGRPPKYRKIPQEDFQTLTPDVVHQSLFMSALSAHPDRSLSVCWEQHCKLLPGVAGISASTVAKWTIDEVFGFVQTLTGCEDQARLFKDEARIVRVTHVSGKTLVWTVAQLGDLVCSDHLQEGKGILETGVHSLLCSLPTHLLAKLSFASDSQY
#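 Read-out is AlphaScreen signal from streptavidin donor and nickel chelate acceptor beads (10 ug/mL final each) bridging L3MBTL1 (50 nM) and biotinylated K9-monomethylated H3(1-15) peptide (75 nM), after 30 min compound exposure at room temperature.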
# Tau ThT inhib: blocks human tau fibril formation measured by thioflavin T. P10636. recombinant tau K18 P301L, heparin-induced fibrillization, ThT fluorescence. Potency, µM (titrated, usually from 57.4 µM), for the others: top-dose activity, negative = inhibition, actives largely listed as inhibitors. 270,000 tested, 2.1% active; note: nearly all actives have a fitted effect of over 55% in size
# Target sequence (P10636 561-689 P618L limits assumed): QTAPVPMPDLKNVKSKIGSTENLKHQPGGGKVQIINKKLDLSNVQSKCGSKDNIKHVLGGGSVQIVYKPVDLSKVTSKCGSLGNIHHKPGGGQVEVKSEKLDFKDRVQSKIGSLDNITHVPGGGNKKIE
#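 Using a mix of unlabeled (15 uM) and Alexa 594-labeled (0.24 uM) tau K18 P301L, heparin-triggered fibrillization over 6 hr at 37 C was scored by ThT fluorescence.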
# GLA spleen mod: alpha-galactosidase A (human) modulation; Potency, µM (titrated, usually from 80 µM), for inactives: top-dose activity change, negative = inhibition, usual class: inhibitors; human spleen homogenate, 4MU-alpha-Gal fluorescence, 40 min; 240,000 tested, 0.008% active;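 note: 0% = enzyme with vehicle and -100% = no enzyme basal signal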
#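 Inhibition or activation of alpha-galactosidase in human spleen homogenate is scored by 4-MU fluorescence after 40 min at 37C, pH 5.0, with 1 mM substrate. AC50s come from concentration-response fitted to the Hill equation.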
# Tau fibril FP: blocks human tau fibril formation measured by polarization. P10636. K18 P301L tau heparin fibrillization, Alexa594 FP, 6 h. Potency, µM (titrated, usually from 57.7 µM), without a hit: at the highest dose activity, negative = inhibition, hits mostly inhibitors. 280,000 tested, 0.39% active. AID 1468; note: nearly all actives have a fitted effect of over 55% in size
#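 Steps: dispense K18 P301L tau (15 uM plus 0.24 uM Alexa 594 tracer, final) in pH 7 sodium acetate; add compound; add heparin (20 uM final); incubate 6 hr, 37 C; add ThT (30 uM final); after 1 hr ambient, read FP.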
# Tau fluor counter: counter-screen for tau fibril formation inhibitors. AID 1463. tau K18 P301L (four-repeat tau fragment) Alexa594 fluorescence, heparin fibrillization. 280,000 tested, 0.93% active. Potency, µM (top dose mostly 57.7 µM), for the others: top-dose activity change, negative = decrease; note: nearly all actives have a fitted effect of over 55% in size
#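 Human K18 P301L tau (15 uM unlabeled plus 0.24 uM Alexa 594-labeled, final) in 100 mM sodium acetate pH 7 was mixed with compound and 20 uM heparin and incubated 6 hr at 37 C.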
# TR SRC2 fluor cs: alters Texas Red total fluorescence, flagging assay interference; TRb/SRC2 Texas Red total fluorescence interference; Potency, µM (titrated, usually from 106 µM), for inactives: at the top dose fluorescence change, negative = quenching; 280,000 tested, 0.29% active; AID 1479; active = well fitted curve in either direction with a large enough effect; inconclusive = small, poorly fitted or top-dose-only effect
#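 Human TRβ ligand-binding domain (0.6 uM) and Texas Red SRC2 peptide (20 nM) in Tris buffer with 1 uM T3 and 5% DMSO were incubated with pinned compound for 5 hr at ambient temperature. Total fluorescence was computed as S + 2P (555/632 nm).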
# ALDH1A1 inh: blocks purified human ALDH1A1 activity; P00352; Purified ALDH1A1, NADH fluorescence, propionaldehyde substrate; Potency, µM (highest dose often 75.3 µM), for inactives: at the top dose activity, negative = inhibition, most hits filed as inhibitors; 220,000 tested, 7.3% active; AID 1030; active = well fitted inhibition curve with a large enough effect, not every such curve was filed as active; inconclusive = small, poorly fitted or top-dose-only effect, or another doubt; inactive = no such curve, though single readings can be large or run the other way;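 note: plate controls were no enzyme wells and a reference inhibitor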
# TRb-SRC2 inh: TRbeta-SRC2 interaction inhibition; TRbeta-SRC2 peptide binding, fluorescence polarization; receptor liganded with 1 µM T3; 280,000 tested, 0.065% active; Potency, µM (series often up to 106 µM), for the others: at the highest dose activity change, negative = inhibition, actives largely listed as inhibitors; P10828;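 note: plate controls were bound peptide for no effect and peptide without receptor for full effect; nearly all actives have a fitted effect of over 50% in size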
#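 Human TRb LBD (0.6 uM) plus Texas Red-labeled SRC2 peptide (20 nM), 1uM T3, 5% DMSO, 5 hr at ambient temperature. Decreased polarization (555/632 nm) flags inhibition; data normalized to free and bound peptide controls.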
# An asterisk follows results filed as active; ? = inconclusive; . = not tested or not shown; [ ] = dose if it differs, or a comment. Unless noted, calls come from the whole dose curve; as a rule, active = well fitted curve in the direction sought with a large enough effect; inconclusive = small, poorly fitted or top-dose-only effect, or another doubt; inactive = no such curve, though single readings can be large; an effect the other way counts as inactive or inconclusive. Unless noted, % is set by controls: 0 for no effect and ±100 for the full control effect; potency is the fitted concentration of half-maximal effect.
# Every second line gives: TR SRC2 fluor cs	ALDH1A1 inh	GLA spleen mod	Tau ThT inhib	Tau fibril FP	L3MBTL1 inh	TRb-SRC2 inh	Tau fluor counter
COc1cc(C2c3c(-c4cc(C)ccc4O)n[nH]c3C(=O)N2Cc2ccco2)cc(OC)c1OC (centres undefined)
    -20%	.	.	-2%	0%	.	-2%	?
O=C(NCc1cccs1)c1ccc2c(c1)OCCO2
    -1%	4%	4%	-6%	5%	4%	-5%	3%
Cc1ccc(NCc2nnc(SCC(=O)Nc3ncc(C)s3)n2CC2CCCO2)c(C)c1 (centres undefined)
    0%	4.5µM*	-6%	-10%	14%	-7%	-16%	-8%
CCCCOC(=O)c1sc2nc(C)cc(C)c2c1N
    -6%	.	?	-18%	9%	80%[activator]	-4%	-29%
O=c1cc(CN2CCCCC2)nc(C2CC2)[nH]1
    -1%	0%	-21%	-3%	-1%	-2%	-2%	-2%
O=C(Nc1ccccc1OC(F)F)c1ccc(F)cc1
    -2%	-7%	-4%	-6%	-4%	6%	-17%	-3%
CC(C)(C)Nc1nc(Cl)nc(NCCN2CCOCC2)n1
    -3%	.	-1%	.	-9%	.	-5%	-20%
O=C(CN1CCN(C(c2ccccc2)c2ccccc2)CC1)N1CCOCC1
    -4%	-12%	3%	4%	0%	-1%	-5%	5%
COC(=O)N1C(C2CC2)=Cc2ccccc2C1CC(C)=O (centres undefined)
    0%	2%	6%	1%	0%	.	4%	0%
OCCNCc1cccc2ccccc12
    1%	-12%	-4%	-4%	2%	1%	-11%	-2%
O=[N+]([O-])c1ccc(CSc2nc3ncc(Br)cc3[nH]2)cc1
    1%	.	-2%	.	-4%	.	3%	-15%
CCN(CC)CCC#CC(O)(c1ccccc1)C1CCCCC1 (centres undefined)
    -1%	-1%	-5%	1%	2%	1%	-2%	4%
Cc1onc(-c2ccccc2Cl)c1C(=O)NCc1ccc2c(c1)cc(C)n2C
    10%	.	11%	-4%	0%	.	-7%	1%
CCOC(=O)c1c(NC(=O)Cn2nnc(-c3ccccc3Cl)n2)sc(C)c1C
    -1%	3%	-1%	-10%	0%	-6%	-18%	-8%
CCOC(=O)Cn1c(=O)c(-c2ccccc2N)nc2ccccc21
    -1%	.	-2%	-11%	2%	.	6%	0%
COc1ccccc1N1C(=O)CC(Sc2n[nH]c(-c3cccc(C)c3)n2)C1=O (centres undefined)
    -1%	2µM*	0%	?	-25%	-7%	-1%	-22%
CCOC(=O)c1ccc2ncc(C(=O)OCC)c(Nc3ccc(C)c(Br)c3)c2c1
    -1%	.	.	?	-7%	.	5%	?
CN1N=C2c3ccccc3CCC2C1c1ccc(Cl)cc1 (centres undefined)
    -2%	?	8%	-17%	-3%	-8%	-1%	-9%
NC(=O)C1C(c2ccccc2)=C1c1ccccc1
    2%	14%	3%	-7%	-2%	3%	-3%	-4%
Cc1ccc(N2CCN(S(=O)(=O)c3nnc(NC(=O)c4ccccc4)s3)CC2)cc1
    0%	.	.	?	-5%	1%	-2%	-7%
CCCCCNC(=O)C(=O)NCC(c1ccc2c(c1)OCO2)N1CCOCC1 (centres undefined)
    -7%	.	.	-2%	0%	.	2%	-9%
Fc1ccccc1N1CCN(c2nc(-c3cccs3)nc3ccccc23)CC1
    -2%	?	1%	?	?	.	9%	-27%
COc1ccc(C(=O)/C=C/c2cn(CC(O)CN3CCOCC3)c3ccccc23)cc1 (centres undefined)
    -9%	?	3%	10µM*	?	?	6%	?
Cc1ccc(-c2csc3nc(=O)c(C)nn23)cc1
    1%	?	0%	5%	1%	-6%	5%	3%
Cc1cc(-c2n[nH]c(=S)n2/N=C/C(Cl)=C/c2ccccc2)n[nH]1
    -4%	?	-6%	?	-6%	-13%	-3%	-21%
O=C(Cc1ncc(C(F)(F)F)cc1Cl)Nc1ccc(F)cc1
    2%	-1%	-7%	-9%	0%	10%	-5%	-12%
COc1cccc(NC(=O)CCN2C(=O)c3ccc([N+](=O)[O-])cc3C2=O)c1
    -1%	-5%	-2%	-17%	2%	.	5%	-19%
CCC1Oc2ccc(C)cc2N(CC(=O)NCc2cc(OC)ccc2OC)C1=O (centres undefined)
    0%	-17%	1%	-11%	-7%	-5%	-1%	-1%
CN(C)CCCNC(=O)c1cc(S(=O)(=O)N2CCOCC2)ccc1F
    -7%	?	1%	-4%	14%	.	-8%	1%
CC(=O)N1c2ccccc2CC1C(=O)NCc1cccc(Cl)c1 (centres undefined)
    1%	.	.	1%	-2%	.	1%	-2%
CC(C)(C)NC(=S)Nc1ccc(Nc2ccccc2)cc1
    0%	?	0%	?	11%	?	7%	?
CN1CCO/C1=C(\C(Cl)=C(Cl)Cl)[N+](=O)[O-]
    -1%	2%	9%	-8%	0%	21%	1%	-6%
CCCCNC(=O)/C(C#N)=C/c1ccc(-c2ccc(S(=O)(=O)N3CCOCC3)cc2)o1
    -1%	0%	-6%	-3%	3%	-8%	-4%	-10%
O=C1CN(C(=O)c2c(F)cccc2Cl)C(c2ccc(F)cc2)c2cc(Br)ccc2N1 (centres undefined)
    -2%	.	.	-10%	-3%	.	0%	-16%
Cc1ccccc1-n1c(=S)[nH]c2nc3c(cc2c1=O)CCCC3
    0%[53 µM]	?	1%	?	-9%	-8%	13%[53 µM]	-19%
COc1cccc(N2CCN(C(=O)c3cc4cc5cc(C)ccc5nc4s3)CC2)c1
    -3%	.	.	-11%	-4%	.	-11%	-9%
O=C(NCCCc1ccccc1)c1cc([N+](=O)[O-])ccc1Cl
    -1%	-9%	0%	-3%	4%	1%	-4%	-7%
CCOC(=O)C1CCCN(Cc2ccc(O)c(OC)c2)C1 (centres undefined)
    0%	4%	-18%	-8%	-5%	-7%	-5%	-4%
COc1ccc(-c2ccc(/C=C3/C(=N)N4C=CSC4=NC3=O)o2)c([N+](=O)[O-])c1
    ?	7%	-12%	1.8µM*	-16%	-2%	2%	?
COc1ccc(C(=O)NN2C(=S)N(c3ccc(OC)cc3)C(=O)C2CC(N)=O)cc1 (centres undefined)
    -2%	.	7%	.	6%	.	0%	6%
COc1ccc(NC(=O)CN2CCC(n3c(C)nc4cc(F)ccc43)CC2)c(OC)c1
    -2%	21%	-10%	-15%	3%	-3%	-4%	-3%
COc1ccccc1NC(=O)N1CCCC1C(=O)NC1CCCCC1 (centres undefined)
    5%	10%	-5%	0%	6%	1%	3%	0%
CCc1cccc2c(/C=N/NC(=O)c3cccc(S(=O)(=O)Nc4ccccc4Cl)c3)c[nH]c12
    -1%	?	0%	14µM*	-8%	-6%	4%	11µM*[quencher]
O=C(NCc1ccco1)c1c(F)c(F)c(F)c(C(=O)NCc2ccco2)c1F
    -1%[53 µM]	?	2%	-14%	-7%	-12%	0%[53 µM]	-7%
N#CCC(=O)Nc1ccc(C(=O)NCc2cccc(Cl)c2)cc1
    -1%	.	-6%	-3%	3%	.	2%	-25%
Cn1c(C(=O)NCCc2ccccc2)cc2c(=O)n3ccccc3nc21
    -9%	.	.	-6%	7%	.	-2%	-11%
CC(=O)N/N=C(\C)c1cccc(C(F)(F)F)c1
    0%	2%	-11%	-2%	-3%	.	1%	1%
Cc1cc(NC(=O)c2ccccc2)nc(C)n1
    -1%	-10%	-1%	-4%	-1%	4%	-6%	3%
COC(=O)c1c(NC(=O)C2C3CCC(C3)C2C(=O)O)sc2c1CCCCC2 (centres undefined)
    -5%	?	0%	-4%	-3%	9%	-4%	8%
CC(C)OCCCNC(=O)CCC(=O)NNc1nc2ccccc2c2nc(-c3ccccc3)nn12
    -1%	-6%	2%	-9%	7%	-1%	6%	-29%
Cc1cc(C)cc(-n2ccn3cnnc3c2=O)c1
    0%	.	.	-6%	3%	.	-3%	-2%
O=C(CCc1nc2ccccc2c(=O)[nH]1)N1CCN(c2ccc(F)cc2)CC1
    0%	-1%	3%	-13%	-5%	0%	5%	-4%
CCN(CC)C(=O)Cn1nc(-c2ccccc2O)nc1SCC(=O)Nc1ccc(OC)cc1
    2%	?	2%	-13%	3%	.	6%	?
CCN(Cc1ccccc1)C(=O)Cn1c(=O)n(-c2ccc(F)c(Cl)c2)c(=O)c2sc3ccccc3c21
    9%	.	.	-5%	-11%	.	1%	-7%
CCC12C(=O)C(CC)(C(c3ccccc3)=C1c1ccccc1)[C@@H]1C(=O)N(c3ccc(C)cc3)C(=O)C12 (some centres undefined)
    -35%	-4%	0%	-12%	-1%	-6%	-4%	-10%
CS(=O)(=O)N1CCC(C(=O)Nc2ccccc2F)CC1
    0%	12%	5%	1%	1%	30%[11.4 µM]	10%	4%
C=CCN(C(=O)CNC(=O)c1cccs1)C(C(=O)NC1CCCCC1)c1cccnc1 (centres undefined)
    -2%	10%	6%	2%	3%	1%	5%	2%
CCOc1ccc(C(C)=O)cc1CSc1nc2nc(C)cc(C)n2n1
    0%	?	5%	-10%	-5%	5%	-1%	-9%
COc1ccccc1N1CCN(CC(=O)Nc2c(C)n[nH]c2C)CC1
    0%	-4%	-2%	-3%	-5%	9%	-2%	-3%
Cc1cc(C)cc(N=Cc2c(O)c3ccccc3oc2=O)c1
    -3%	?	-3%	-7%	2%	.	9%	-6%
O=c1[nH]c(-c2ccccc2O)nc2ccccc12
    -1%	-6%	0%	-8%	6%	.	-2%	-7%

# Record cards, as listed above:
# Shown for `CCc1cccc2c(/C=N/NC(=O)c3cccc(S(=O)(=O)Nc4ccccc4Cl)c3)c[nH]c12` → TR SRC2 fluor cs = -1%; ALDH1A1 inh = ?; GLA spleen mod = 0%; Tau ThT inhib = 14µM*; Tau fibril FP = -8%; L3MBTL1 inh = -6%; TRb-SRC2 inh = 4%; Tau fluor counter = 11µM*[quencher]
# Shown for `CCC12C(=O)C(CC)(C(c3ccccc3)=C1c1ccccc1)[C@@H]1C(=O)N(c3ccc(C)cc3)C(=O)C12` (some centres undefined) → TR SRC2 fluor cs = -35%; ALDH1A1 inh = -4%; GLA spleen mod = 0%; Tau ThT inhib = -12%; Tau fibril FP = -1%; L3MBTL1 inh = -6%; TRb-SRC2 inh = -4%; Tau fluor counter = -10%
